PLCb3 inh: human PLC-beta3 inhibitors, primary screen, biochemical, fluorescence | inhibition, % at 12.2 µM | 1-phosphatidylinositol 4,5-bisphosphate phosphodiesterase beta-3 (Homo sapiens), Q01970 | 370,000 compounds, 0.18% hits | Purified PLC-beta3, fluorogenic substrate; in the data active means inhibition above about 11%;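 further: 0% = median of compound wells on plate and 100% = full blocker control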
Tn7 DDE FP: inhibitors of Tn7 peptide binding to fibrin DD(E), primary screen, biochemical, fluorescence polarization, human fibrin, Tn7 probe; FP displacement of FITC-Tn7 peptide from fibrin DD(E); 0% = median of compound wells per plate; AID 720508, 2013; 370,000 compounds, 0.13% hits; Fibrinogen beta chain (Homo sapiens), P02675; inhibition, % at 8.3 µM;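 active means inhibition above the mean of compounds falling within the control limits plus 3 SD of them, cut at about 14% in these data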;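 further: 0% = plate median of compound wells and 100% = 10 µM Aha-Tn7 peptide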
Target sequence (P02675 whole entry, looked up): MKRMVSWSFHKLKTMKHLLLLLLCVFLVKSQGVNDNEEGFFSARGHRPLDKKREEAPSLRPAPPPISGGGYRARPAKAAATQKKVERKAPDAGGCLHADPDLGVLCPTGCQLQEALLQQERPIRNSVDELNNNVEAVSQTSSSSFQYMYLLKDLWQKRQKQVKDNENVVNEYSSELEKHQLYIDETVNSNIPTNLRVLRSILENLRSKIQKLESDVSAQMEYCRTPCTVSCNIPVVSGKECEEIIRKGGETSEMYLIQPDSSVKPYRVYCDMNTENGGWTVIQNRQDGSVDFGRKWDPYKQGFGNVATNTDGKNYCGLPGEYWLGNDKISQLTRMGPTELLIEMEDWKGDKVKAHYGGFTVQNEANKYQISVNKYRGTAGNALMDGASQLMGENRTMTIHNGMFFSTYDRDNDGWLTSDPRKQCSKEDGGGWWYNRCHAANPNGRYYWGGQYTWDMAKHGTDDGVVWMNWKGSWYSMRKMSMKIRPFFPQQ
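assay system = human clot-derived fibrin DD(E) complex | quantity = Fibrin-DD(E) at 2 µM final | timing = 10 min preincubation, 3 h with tracer, room temperature | signal = fluorescence polarization | measure = percent inhibition | benchmarks = high control wells with 10 µM unlabelled Aha-Tn7 peptide (full inhibition) | replicates = singlicate testing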
ASAP1 inh: inhibitors of human ASAP1 ArfGAP activity, primary screen, biochemical, fluorescence polarization; 360,000 compounds, 0.19% hits; ASAP1-stimulated ARF1 GTP hydrolysis, GDP FP detection; Arf-GAP with SH3 domain, ANK repeat and PH domain-containing protein 1 (Homo sapiens), …; inhibition, % at 16.5 µM; in the data active means inhibition above about 25%;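 further: 0% = vehicle with enzyme and substrate and 100% = no enzyme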
Target sequence (Q9ULH1 325-724 limits assumed): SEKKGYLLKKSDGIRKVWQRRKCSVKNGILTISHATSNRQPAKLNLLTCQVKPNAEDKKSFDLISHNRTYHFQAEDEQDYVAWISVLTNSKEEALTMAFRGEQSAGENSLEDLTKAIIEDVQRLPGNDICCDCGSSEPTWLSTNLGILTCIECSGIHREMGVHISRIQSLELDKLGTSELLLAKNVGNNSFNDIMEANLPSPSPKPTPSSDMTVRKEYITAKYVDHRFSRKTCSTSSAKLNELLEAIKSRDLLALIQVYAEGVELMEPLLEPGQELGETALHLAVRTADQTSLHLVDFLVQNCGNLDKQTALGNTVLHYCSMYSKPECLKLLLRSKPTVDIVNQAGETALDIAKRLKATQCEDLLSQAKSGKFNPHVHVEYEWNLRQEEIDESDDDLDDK
ADAM17 inh: ADAM17 inhibitors, primary screen, biochemical, QFRET | Disintegrin and metalloproteinase domain-containing protein 17 (Homo sapiens), P78536 | recombinant ADAM17, EDANS/DABCYL FRET peptide cleavage | inhibition, % at 6.95 µM | 370,000 compounds, 0.83% hits | AID 720648, 2013;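 active means inhibition above the mean of compounds lying between control limits plus 3 SD, set per campaign, cut at about 8.5% in these data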;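 further: 0% = DMSO-only wells as the low control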
ADAM10 inh: human ADAM10 inhibitors, primary screen, biochemical, QFRET, HTS | AID 720582, 2013 | recombinant ADAM10, EDANS/DABCYL FRET peptide cleavage, 3 h | 370,000 compounds, 0.62% hits | Disintegrin and metalloproteinase domain-containing protein 10 (Homo sapiens), O14672 | inhibition, % at 7 µM;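 active means inhibition above a per-campaign cutoff equal to the mean of compounds falling between control-based bounds plus 3 SD, cut at about 20% in these data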;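 further: 0% = DMSO wells while the 100% control is not disclosed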
ARFGAP1 inhibitor: inhibitors of rat ARFGAP1 GAP activity, primary screen, biochemical, fluorescence polarization, GDP tracer | ADP-ribosylation factor GTPase-activating protein 1 (Rattus norvegicus), Q62848 | Arfgap1-stimulated ARF1 GTP hydrolysis, GDP FP detection | 360,000 compounds, 0.26% hits | AID 651572, 2012 | inhibition, % at 16.5 µM;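 active means inhibition above a per-plate limit, mean inhibition of low control wells plus 3 SD, cut at about 25% in these data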;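 further: 0% = DMSO wells with enzyme and 100% = wells lacking Arfgap1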
Target sequence (Q62848 1-136 limits assumed): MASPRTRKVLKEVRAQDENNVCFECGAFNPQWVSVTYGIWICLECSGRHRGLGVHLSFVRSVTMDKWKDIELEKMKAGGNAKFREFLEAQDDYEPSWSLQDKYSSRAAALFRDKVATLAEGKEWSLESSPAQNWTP
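Material: rat Arfgap1 catalytic domain, aa 1-136; also added: human ARF1(Δ1-17)-GTP substrate; compound dosing: one concentration, 16.5 µM, DMSO 1.26%; incubation: GTP hydrolysis reaction 2 h at 25 °C; measured by: Tracer-displacement fluorescence polarization with EDTA stop, 620/688 nm; evaluation: % inhibition from polarization; repeats: one replicate per compound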
PLCg1 inh: PLC-gamma1 enzyme inhibitors, primary screen, biochemical, fluorescence, purified enzyme. inhibition, % at 12.2 µM. fluorogenic substrate. 370,000 compounds, 0.84% hits; in the data active means inhibition above about 9.5%
DDE Tn6 FP inh: inhibitors of Tn6 peptide binding to fibrin DD(E), primary screen, biochemical, fluorescence polarization, human fibrin, Tn6 probe. Fibrinogen beta chain (Homo sapiens), P02675. Fibrin DD(E) TRITC-Tn6 fluorescence polarization displacement. inhibition, % at 8.3 µM. 370,000 compounds, 0.21% hits. AID 720509, 2013;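 active means inhibition above a per-campaign cutoff: mean of compounds within control limits plus 3 SD, cut at about 15% in these data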;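 further: 0% = median of all compound wells on the plate and 100% = blocking peptide control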
SIAE primary: human SIAE inhibitors, primary screen, biochemical, fluorescence polarization, FP-Rh probe, 1536-well HTS; Sialate O-acetylesterase (Homo sapiens), Q9HAT2; SIAE FP-Rh probe binding; inhibition, % at 9.66 µM; 370,000 compounds, 0.69% hits; AID 1053197, 2014;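 active means inhibition above a cutoff: mean of compounds within the control limits plus 3 SD of those, cut at about 17% in these data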;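 further: 0% = plate median of compound wells and 100% = probe without SIAE protein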
TDP2 inh: human TDP2 enzyme inhibitors, primary screen, biochemical, epi absorbance, recombinant enzyme. Tyrosyl-DNA phosphodiesterase 2 (Homo sapiens), O95551. T5PNP hydrolysis, p-nitrophenol absorbance 415 nm. inhibition, % at 12.8 µM. 370,000 compounds, 0.34% hits. AID 720702, 2013;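 active means inhibition above the mean of all tested compounds plus 3 SD, set per campaign, cut at about 25% in these data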;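 further: 0% = DMSO with enzyme and 100% = buffer with substrate but no TDP2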
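Assay system: Recombinant human TDP2 | Quantity: 120 nM TDP2 per well | Incubation: 2 h at 37 °C | Signal: Epi absorbance | Evaluation: Percent inhibition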
Numbers without * were called inactive; i = inactive. This is a random part of the collection; about 3.6% have a hit in one of these screens.

The opening 9 compounds (preview)
SMILES	PLCb3 inh	Tn7 DDE FP	ASAP1 inh	ADAM17 inh	ADAM10 inh	ARFGAP1 inhibitor	PLCg1 inh	DDE Tn6 FP inh	SIAE primary	TDP2 inh
CC1CCC2(CC1)NC(=O)N(CC(=O)N1CCOCC1)C2=O (stereo not drawn)	2	-5	1	0	-18	14	2	1	1	-8
C[C@]12CCC(=O)C=C1C=CC1C2CC[C@@]2(C)C1CC[C@@]21CCC(=O)O1 (stereo partly drawn)	0	2	-5	-1	0	-7	0	7	-7	0
CCc1ccc(NC(=O)CSc2nc(CSc3ccc(C)cc3)cc(=O)[nH]2)cc1	-7	-4	-13	1	6	-2	4	-8	-2	-20
Cc1ccccc1NC(=O)Cn1c(C)nc2ccc(N)cc2c1=O	-152	-3	-2	-190	i	1	-111	-4	4	1
COc1ccc(S(=O)(=O)N2CCOCC2)cc1NC(=O)c1ccccc1-c1ccc(C(F)(F)F)cc1	-1	-1	-16	2	2	0	3	3	2	-4
CCc1ccc2c(CN3CCN(Cc4ccccc4)CC3)cc(=O)oc2c1	-1	0	-4	5	-2	-4	2	3	-1	-3
Cc1cc(=O)[nH]c(SCc2cccc3cccnc23)n1	-9	-1	1	-3	1	7	0	-5	-1	0
CC(C)C1O/C(=N/C(=O)Nc2ccc(Cl)c(Cl)c2)NC1=O (stereo not drawn)	4	-1	10	0	6	-3	4	-13	-105	-10
Cc1nnc2n1N=C(c1ccc(F)cc1F)CS2	-9	-4	2	-6	-12	5	3	-7	8	4

This part in full, from the start:
SMILES	PLCb3 inh	Tn7 DDE FP	ASAP1 inh	ADAM17 inh	ADAM10 inh	ARFGAP1 inhibitor	PLCg1 inh	DDE Tn6 FP inh	SIAE primary	TDP2 inh
CC1CCC2(CC1)NC(=O)N(CC(=O)N1CCOCC1)C2=O (stereo not drawn)	2	-5	1	0	-18	14	2	1	1	-8
C[C@]12CCC(=O)C=C1C=CC1C2CC[C@@]2(C)C1CC[C@@]21CCC(=O)O1 (stereo partly drawn)	0	2	-5	-1	0	-7	0	7	-7	0
CCc1ccc(NC(=O)CSc2nc(CSc3ccc(C)cc3)cc(=O)[nH]2)cc1	-7	-4	-13	1	6	-2	4	-8	-2	-20
Cc1ccccc1NC(=O)Cn1c(C)nc2ccc(N)cc2c1=O	-152	-3	-2	-190	i	1	-111	-4	4	1
COc1ccc(S(=O)(=O)N2CCOCC2)cc1NC(=O)c1ccccc1-c1ccc(C(F)(F)F)cc1	-1	-1	-16	2	2	0	3	3	2	-4
CCc1ccc2c(CN3CCN(Cc4ccccc4)CC3)cc(=O)oc2c1	-1	0	-4	5	-2	-4	2	3	-1	-3
Cc1cc(=O)[nH]c(SCc2cccc3cccnc23)n1	-9	-1	1	-3	1	7	0	-5	-1	0
CC(C)C1O/C(=N/C(=O)Nc2ccc(Cl)c(Cl)c2)NC1=O (stereo not drawn)	4	-1	10	0	6	-3	4	-13	-105	-10
Cc1nnc2n1N=C(c1ccc(F)cc1F)CS2	-9	-4	2	-6	-12	5	3	-7	8	4
COC(=O)C1=C(C)N(C)C(=NCc2ccc(C(F)(F)F)cc2)NC1c1cccc(F)c1 (stereo not drawn)	3	-4	-3	-4	-7	0	1	6	-7	-6
Cc1ccc(S(=O)(=O)N2CCN(S(=O)(=O)c3ccc(C)cc3)C2c2ccccc2)cc1	2	-5	5	4	3	9	1	6	-2	-4
CN(C)c1cccc(C(=O)OCC(=O)c2ccc[nH]2)c1	-16	-3	-5	-6	-14	-3	-18	0	-3	-2
O=C1CC(Nc2ccc3ccccc3c2)C(=O)N1Cc1ccccc1 (stereo not drawn)	0	-8	6	10.0*	9	2	4	-5	-4	-7
Cc1ccc(S(=O)(=O)N2CCOCC2)cc1NC(=O)COC(=O)c1cccc(Cl)c1Cl	-1	3	-7	2	-3	4	3	-4	-8	0
CC(C)n1ncc2c(C(=O)Nc3ccc(S(N)(=O)=O)cc3)cc(C3CC3)nc21	-12	5	-11	-32	-91	-6	-4	2	-10	6
CCN1CCC2(CCN(Cc3cn[nH]c3-c3ccc(OC)c(F)c3)C2)C1 (stereo not drawn)	4	-6	-12	-2	3	2	3	4	0	-6
CC(=O)Nc1ccccc1-c1ccccc1[N+](=O)[O-]	5	-3	0	-3	-1	12	-2	-3	0	1
CCC(C)(C)c1ccc(Oc2ccc(N)cc2)cc1	-7	-2	3	-1	1	-7	2	3	12	-7
O=[N+]([O-])c1cccc(S(=O)(=O)N2CCCC2)c1	-1	5	-8	-5	7	10	-2	-7	9	-9
CCCSc1nc2c(c(=O)n1-c1ccc(OCC)cc1)SCC2	2	4	5	4	-3	2	-2	-3	-5	-2
O=C(Nc1ccccc1)c1ccc(-c2ccccc2)s1	-10	2	12	1	-7	12	-11	-6	-1	-8
Cc1ccc(C)c(-c2nnc(OCC(=O)Nc3cc(C)on3)c3ccccc23)c1	4	-5	9	2	8	4	3	-4	-2	-2
CCOC(=O)N1CCN(S(=O)(=O)c2ccc(C(=O)Nc3nnc(C4CC4)o3)cc2)CC1	5	-2	-1	2	12	14	4	4	-1	-7
COc1nc(C)cc(C)c1S(=O)(=O)c1ccc(Cl)cc1	-3	-2	17	1	6	9	2	-7	2	-13
Cc1cccc(NC(=O)C2CCN(S(=O)(=O)c3ccc4c(c3)C(C)(C)C(=O)N4C)CC2)c1C	-1	8	-9	-1	1	-18	-2	4	4	4
Later entries.
SMILES	PLCb3 inh	Tn7 DDE FP	ASAP1 inh	ADAM17 inh	ADAM10 inh	ARFGAP1 inhibitor	PLCg1 inh	DDE Tn6 FP inh	SIAE primary	TDP2 inh
O=C(CSc1nc2ccccc2c(=O)n1-c1ccc(F)cc1)NC1CCS(=O)(=O)C1 (stereo not drawn)	-1	2	9	-1	-5	8	3	-6	-1	4
O=C(Nc1ccc(-c2ccc(N3CCCCC3)nn2)cc1)c1ccco1	-83	-4	0	-20	-53	-6	-70	0	-3	-10
O=Cc1cccc(OCc2cccc3ccccc23)c1	-9	-4	-11	3	11	-14	2	4	1	-6
CC1(C)Cc2c(cnn2-c2ccccc2)C(=O)/C1=N\NC(=O)c1ccccc1	2	-2	-3	3	1	-1	1	-1	0	3
O=c1c(-c2ccccc2)[n+]([O-])c2ccccc2n1O	-181	2	-1	-19	-80	-11	-158	5	-8	3
COc1ccc(-c2ccc(F)cc2)cc1[C@H]1[C@H]2C=CC[C@@H](C)[C@@H]2C(=O)N1Cc1ccccc1	-3	-1	5	-2	-5	-6	0	3	-5	-4
Cc1occc1-c1nnc(SCC(=O)c2c(N)n(C3CC3)c(=O)[nH]c2=O)n1C	-9	6	-24	-1	-6	3	0	5	5	1
COc1ccc(C2C(C(C)=O)=C(O)C(=O)N2c2ccc(O)cc2)cc1 (stereo not drawn)	-33	3	-2	-1	-3	-4	-22	7	11	15
CCOc1ccccc1Nc1nc(N)nc(CSc2nccc(C)n2)n1	0	-1	2	-1	5	-4	-2	-2	-1	-6
S=c1[nH]nc(-c2ccc(Cl)cc2Cl)n1-c1ccccc1	1	-9	11	4	18	-5	2	0	2	-9
COC(=O)Nc1ccc(SCC(=O)c2ccccc2)cc1	-4	2	4	1	4	13	1	2	4	9
C=CCSc1nnc(N2C(=O)C(O)=C(C(=O)c3ccco3)C2c2ccccc2F)s1 (stereo not drawn)	-121	1	4	-2	-3	-9	-77	-6	-2	5
O=C(/C=C/NNC(=O)c1ccccc1)c1ccc(Br)cc1	-34	-3	-10	-2	5	-2	-28	-8	1	-3
O=C(NCc1ccco1)c1cc2ccccc2c(=O)o1	-3	-8	2	-10	-11	10	-4	3	-2	5
Cc1ccccc1OCC(=O)NNC(=O)CCc1ccccc1	6	6	3	4	8	-2	4	-4	12	-4
CCCN(C)C[C@H]1Oc2ncc(Br)cc2C(=O)N([C@@H](C)CO)C[C@@H]1C	1	1	4	-1	-3	-2	-1	6	2	10
CC(C)C1Oc2ccccc2N(CC(=O)N(Cc2ccncc2)Cc2ccco2)C1=O (stereo not drawn)	2	3	6	-2	4	1	-1	3	2	-4
Cn1cc(CCC(=O)N2CCCC(C(=O)c3ccc(C(C)(C)C)cc3)C2)cn1 (stereo not drawn)	0	2	9	-10	-8	12	-1	-4	-7	-5
Cc1ccc(C(=O)N/N=C(/CC(=O)c2cccs2)C(F)(F)F)cc1	-1	-4	-2	6	8	2	1	1	11	7
N#CC1=C(Nc2ccccc2Cl)SC(c2ccncc2)NC1=O (stereo not drawn)	-18	-4	-11	0	-5	-7	-11	1	-3	-4
C[C@@H]1CN([C@H](C)CO)C(=O)c2cc(-c3ccc(C#N)cc3)cnc2O[C@H]1CN(C)C(=O)c1ccccc1	6	-3	4	0	-2	-7	0	-11	9	8
Cc1ccc2cc(C)c(SCC(=O)Nc3ccc(S(=O)(=O)N4CCCC4)cc3)nc2c1	-5	4	-1	2	3	-13	2	-8	-31	-2
Cc1ccc(OCc2cc(C(=O)N3CCc4[nH]cnc4C3c3ccccn3)no2)cc1C (stereo not drawn)	-13	10	-3	-3	2	8	-1	1	-9	-2

Bioassay records: PubChem BioAssay, The Scripps Research Institute Molecular Screening Center
